# Bioassay records from PubChem.
# FEN1 inhibitor: inhibitors of human flap endonuclease 1; P39748; Recombinant FEN1 flap cleavage, fluorescence, 15 min; Potency, µM (doses to about 114 µM), inactives show top-dose activity change, negative = inhibition, usual class: inhibitors; 390,000 compounds, 0.35% hits; note: nearly all actives have a fitted effect of over 65% in size
# Target sequence (P39748 whole entry, looked up): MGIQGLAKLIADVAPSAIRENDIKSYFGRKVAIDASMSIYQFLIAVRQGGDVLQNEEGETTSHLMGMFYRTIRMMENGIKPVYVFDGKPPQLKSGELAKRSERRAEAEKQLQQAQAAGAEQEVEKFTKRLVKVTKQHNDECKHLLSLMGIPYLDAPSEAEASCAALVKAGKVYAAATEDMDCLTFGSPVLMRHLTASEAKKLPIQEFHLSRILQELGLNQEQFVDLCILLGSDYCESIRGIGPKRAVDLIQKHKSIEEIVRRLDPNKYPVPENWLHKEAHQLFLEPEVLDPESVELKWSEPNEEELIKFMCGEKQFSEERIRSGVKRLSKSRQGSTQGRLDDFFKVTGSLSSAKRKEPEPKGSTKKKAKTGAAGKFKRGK
#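 Read-out was taken twice, immediately and after 15 min, following addition of 50 nM substrate to 10 nM FEN1 that had sat with test compound for 15 min at room temperature. Curves came from a four-parameter Hill model.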
# N370S GC mod: inhibitors or activators of N370S glucocerebrosidase for Gaucher disease. P04062. N370S GC spleen homogenate, 4MU-glucoside fluorescence. Potency, µM (top dose mostly 59.4 µM), inactives show at the top dose activity change, negative = inhibition, hits mostly inhibitors. 330,000 compounds, 0.092% hits;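 note: 0% = full enzyme activity and -100% = no enzyme basal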
# TDP1 inh: inhibitors of human tyrosyl-DNA phosphodiesterase TDP1 | Q9NUW8 | recombinant TDP1, AlphaScreen DNA substrate cleavage | Potency, µM (top dose mostly 130 µM), for the others: at the top dose activity change, negative = inhibition, usual class: inhibitors | 350,000 compounds, 0.28% hits | AID 485290; note: nearly all actives have a fitted effect of over 40% in size
# Target sequence (Q9NUW8 whole entry, looked up): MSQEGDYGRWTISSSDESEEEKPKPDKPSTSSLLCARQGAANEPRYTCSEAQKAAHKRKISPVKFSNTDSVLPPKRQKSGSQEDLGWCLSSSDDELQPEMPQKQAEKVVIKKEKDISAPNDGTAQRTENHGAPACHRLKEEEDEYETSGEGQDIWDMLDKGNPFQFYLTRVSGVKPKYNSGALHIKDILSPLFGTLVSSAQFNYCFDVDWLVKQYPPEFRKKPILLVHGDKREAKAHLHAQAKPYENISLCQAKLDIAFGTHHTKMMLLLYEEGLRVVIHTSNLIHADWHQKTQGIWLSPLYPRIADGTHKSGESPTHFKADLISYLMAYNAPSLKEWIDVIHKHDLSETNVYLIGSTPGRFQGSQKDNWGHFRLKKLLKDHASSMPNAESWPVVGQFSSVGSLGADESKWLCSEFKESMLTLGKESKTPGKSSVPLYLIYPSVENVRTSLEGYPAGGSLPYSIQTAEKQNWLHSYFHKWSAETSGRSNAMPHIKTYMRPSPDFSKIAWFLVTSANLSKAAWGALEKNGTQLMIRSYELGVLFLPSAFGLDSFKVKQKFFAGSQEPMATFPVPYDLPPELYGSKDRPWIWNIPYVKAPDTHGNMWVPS
#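 Recombinant E. coli-expressed Tdp1 (1 nM) preincubated with compound 15 min at RT, then 5'-biotin/3'-phosphotyrosine-FITC DNA substrate (15 nM) added for 5 min. AlphaScreen beads (10 ug/ml) added, 10 min RT; tyrosine-FITC cleavage read as signal loss.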
# * hit, by the source's call; ? = inconclusive; · = not tested or not shown; & = joins results of further samples; [ ] = another dose, or the depositor's remark. Calls come from the whole dose curve; as a rule, active = well fitted curve in the direction sought with a large enough effect; inconclusive = small, poorly fitted or top-dose-only effect, or another doubt; inactive = no such curve, though single readings can be large; an effect the other way counts as inactive or inconclusive. Unless noted, % is set by controls: 0 for no effect and ±100 for the full control effect; potency is the fitted concentration of half-maximal effect.
# Values run as follows: FEN1 inhibitor | N370S GC mod | TDP1 inh
- Cc1sc2c(c1C)c(=O)n(Cc1ccccc1)c(=O)n2CC(=O)N(C)c1ccccc1
 : 16% | · | 3%
- Cn1nc(-c2ccc(C(=O)N3CCN(CCO)CC3)cc2)c2ccccc2c1=O
 : -2% | 8% | 2%
- COc1ccc(N2CCN(S(=O)(=O)c3ccc(OC)c(C(=O)N4CCCC4)c3)CC2)cc1
 : 2% | -18% | 6%
- COc1cccc(CNS(=O)(=O)c2ccc(S(=O)(=O)N3CCCC3)cc2)c1
 : -2% | 7% | 6%
- Cc1ccc(NC(=O)n2ccc(-c3ccc(-n4ccnc4)cc3)n2)cc1
 : -1% | 6% | 5%
- S=C(c1ccc(-c2ccc(Br)cc2)o1)N1CCOCC1
 : -12% | 7% | ·
- Cc1ccc(CNC(=O)COC(=O)c2cccnc2Cl)cc1
 : 15% | · | 0%
- COc1cc([N+](=O)[O-])cc2cc(C(=O)N3CCN=C3c3ccccc3)c(=O)oc12
 : -4% | -2% | 3%
- O=C(Nc1ccccc1Cl)c1cccc(NS(=O)(=O)c2ccccc2)c1
 : · | 1% | -2%
- Cc1cc(C)c(OCC(=O)Nc2cccc(NC(=O)c3ccco3)c2)c(Br)c1
 : -18% | 4% | 8%
- CCn1c(C)c(C(C)=O)c(N2CCC(C(N)=O)CC2)nc1=S
 : -4% | -3% | 0%
- COc1ccc2[nH]c(O)c(N=O)c2c1
 : -9% | 6% | 3%
- CC(C)CCNc1ncnc2c1cnn2Cc1ccccc1Cl
 : 4% | 14% | ·
- Cc1ccc(CNC(=O)Nc2cccs2)cc1
 : -5% | 10% | 13%
- C=CCSc1nn2c(=O)c3ccccc3nc2s1
 : -4% | 7% | -2%

# Rewritten with each value named: entries from further up
COc1ccc2[nH]c(O)c(N=O)c2c1
  FEN1 inhibitor: -9%
  N370S GC mod: 6%
  TDP1 inh: 3%

CC(C)CCNc1ncnc2c1cnn2Cc1ccccc1Cl
  FEN1 inhibitor: 4%
  N370S GC mod: 14%
  TDP1 inh: ·

Cc1ccc(CNC(=O)Nc2cccs2)cc1
  FEN1 inhibitor: -5%
  N370S GC mod: 10%
  TDP1 inh: 13%

C=CCSc1nn2c(=O)c3ccccc3nc2s1
  FEN1 inhibitor: -4%
  N370S GC mod: 7%
  TDP1 inh: -2%

# (list continues)
# Values run as follows: FEN1 inhibitor | N370S GC mod | TDP1 inh
- S=C(Nc1ccc(Oc2ccccc2)cc1)Nc1cccnc1
 : -15% | -14% | ·
- COc1ccc(C(CNC(=O)c2cc(F)c(F)c(F)c2F)N2CCOCC2)cc1 (stereo not given)
 : -1% | -10% | 3%
- CCOc1ccc(CNC(=O)CCn2c(=O)c3cccn3c3cccnc32)cc1
 : 3% | · | -5%
- O=C(CN(Cc1ccccc1Cl)C(=O)c1csnn1)NCc1ccc(F)cc1
 : -2% | -4% | 3%[0.0935 µM]
- COc1ccc(OC2C(=O)N(c3ccc(C)c(C)c3)C2c2ccc(OC)c(OC)c2)cc1 (stereo not given)
 : -17% | 5% | 2%
- CCn1c(SCc2nc(CC(=O)Nc3ccccc3OC)no2)nnc1-c1cccs1
 : -18% | -4% | 2%
- Cc1nc2cc(NS(=O)(=O)c3ccccc3)ccc2n1C
 : 14% | -2% | 5%
- Cc1nn(-c2ccccc2)c(Cl)c1/C=N\NC(=O)c1cnccn1
 : -6% | 5% | 3%
- CCNc1nc(SCCOc2ccc(Cl)cc2Cl)nc(N(C)C)n1
 : 9% | 24% | -8%
- Cc1cc(C)n(CC(=O)N2CCCC(N3CCN(c4cccc(C(F)(F)F)c4)CC3)C2)n1 (stereo not given)
 : 0% | -9% | 3%
- CSc1ccc(CCNC(=O)c2cc(C)nc3c2c(C)nn3-c2cccc(F)c2)cc1
 : -4% | · | -2%
- Cc1ccc(Cl)cc1NS(=O)(=O)c1ccc2c(c1)NC(=O)CCS2
 : -4% | · | 5%
- CC(C)[C@H](NC(N)=O)C(=O)Nc1ccc2c(c1)CCC2
 : -4% | -1% | 2%
- CC(=O)c1ccc(NC(=O)[C@@]2(CC(=O)O)CC(/C=C/c3ccccc3)=NO2)cc1
 : -5% | -3% | ·
- O=C(c1ccc(F)cc1F)N1CCCN(c2nc(-c3ccccc3)ns2)CC1
 : 13% | 20% | 6%
- COc1ccccc1CNC(=O)COC(=O)c1cc(-c2ccco2)nc2ccccc12
 : 50µM* | 1% | ·
- O=C(Nc1nc(-c2ccc(S(=O)(=O)N3CCOCC3)cc2)cs1)c1ccccc1
 : -7%&11% | 3% | -2%
- CN(C)C1CCN(CCCOc2ccc(-c3ccc(C#N)cc3)cc2)C1 (stereo not given)
 : · | 4%&-6% | 14%&15%
- Cc1ccccc1-c1nnnn1C1CCS(=O)(=O)C1 (stereo not given)
 : 30% | 8% | 8%
- CCOc1cccc(CNc2ccc(O)cc2)c1OCc1ccc(Cl)cc1
 : -24% | -5% | 3%
- Cc1cc(C)cc(C(=O)N(C)C2CCCN(Cc3ccccc3F)C2)c1 (stereo not given)
 : -5% | 1% | ·
- CN(CC(=O)Nc1ccccc1Cl)C(=O)COC(=O)/C=C/c1ccccc1
 : -1% | -12% | -4%
- O=C(c1ccc(OC2CCN(Cc3ccccc3C(F)(F)F)CC2)cc1)N1CCCCC1
 : -16% | -13% | 2%
- CCN(CC)C(=O)CSc1nc2c(sc(=S)n2-c2ccccc2OC)c(=O)n1-c1ccccc1
 : -13% | -13% | ·
- CC(Cc1c[nH]c2ccccc12)NC(=O)C1CCCNC1=O (stereo not given)
 : 0% | 2% | 5%
- O=C1Nc2ccccc2/C1=N\c1sc2c(c1C(=O)Nc1ccccc1)CCCC2
 : 10% | 9% | 8%
- Cc1cc[n+](CC(=O)Nc2nc3ccccc3s2)cc1
 : -6% | -16% | 3%
- O=C(CN1CCC(Cc2ccccc2)CC1)NC(=O)NCc1ccco1
 : -8% | 7%[2.35 µM] | 2%
- CCCCc1cc(=O)oc2cc(C)cc(OCC(=O)N3CCC(C(N)=O)CC3)c12
 : 13% | -10% | ·
- CC(=O)N1CCCc2cc(S(=O)(=O)N3CCC(C)CC3)ccc21
 : 2% | 0% | 6%

# Additional structures follow:
SMILES	FEN1 inhibitor	N370S GC mod	TDP1 inh
Cc1ccccc1NC(=O)NCc1ccco1	3%	9%	2%
COc1ccccc1CN1CCNC(=O)C1CC(=O)NCCc1cnccn1 (stereo not given)	-8%	-1%	0%
COc1ccc(NC(=S)Nc2cc(-c3ccccc3)[nH]n2)cc1Cl	-17%	0%	7%
CCCc1nc(SCC(=O)Nc2nccs2)c2ccccc2n1	-2%	2%	-5%
CCn1cc(C(=O)N(C)c2ccccc2F)c2cc(OC)c(OC)cc2c1=O	16%	-6%	·
CCS(=O)(=O)NCCc1csc2nc(-c3ccc(C)cc3)nn12	8%	·	5%
COc1ccc(NC(=S)N2CCN(S(=O)(=O)c3ccc(OC)cc3)CC2)cc1	10%	-7%	0%
O=C(c1ccco1)N1CCN(C(c2ccc(F)cc2)c2nnnn2CC2CCCO2)CC1 (stereo not given)	-3%	-3%	8%
CC(C)C(=O)Nc1ccc(N2CCCC2)cc1	-3%	-19%	0%
COC(=O)CNC(c1ccccc1)c1cc(Br)ccc1NC(=O)c1ccccc1 (stereo not given)	-14%	·	2%[12.3 µM]
COc1ccc(Cn2cnc3c(NS(C)(=O)=O)c(C)c(C)cc32)cc1	14%	-1%	-6%
C#CCOCCOCCOCCNc1nc(N2CCN(C(=O)[C@H]([C@@H](C)CC)n3cc([C@@H](N)CO)nn3)CC2)nc(N2CCN(C(=O)[C@H]([C@@H](C)CC)n3cc([C@@H](N)Cc4ccc(O)cc4)nn3)CC2)n1	-10%	-8%	4%
C=CCSc1nnc2n(-c3ccccc3OC)c(=O)c3c4c(sc3n12)CCC4	-3%	6%	7%
CC(=O)OC1C[C@]2(C)C(C(C)=O)CCC2C2CCC3=CC(=O)CC[C@@]3(C)C12 (stereo not given in full)	·	-7%	7%
COc1ccc(CCNC(=O)c2ccc3c(c2)N(Cc2ccc(F)cc2)CCS3)cc1OC	-19%&4%	3%	2%&6%
Nc1ccc(-c2nnn(CC(=O)N3CCCCC3)n2)cc1	24%	-8%	·
CCOC(=O)c1ccc(NC(=O)NC2CC3CCC(C2)N3Cc2nnnn2C(C)(C)C)cc1 (stereo not given)	-1%	-2%	-3%
COc1cccc(C(=O)Nc2ccc3c(C)cc(=O)oc3c2)c1	-9%	24%	6%[56.1 µM]
O=C(Nc1cccc(C(F)(F)F)c1)c1cc(-c2ccc(Cl)cc2)on1	18%	·	2%
Cc1ccc(NC(=O)C(Nc2ccccc2)c2ccccc2)cc1 (stereo not given)	-3%	21%	0%
Cc1ccccc1S(=O)(=O)Nc1ncnc2scc(-c3ccccc3)c12	4%	9%	11%
O=C(OCc1ccc(F)cc1)c1cc(S(=O)(=O)N2CCCCC2)ccc1N1CCOCC1	7%	6%	-17%
CCN(CC)S(=O)(=O)c1ccc(N2CCOCC2)c(NC(=O)COc2ccccc2C#N)c1	2%	?	5%
CN1C(=O)[C@@H]2[C@H](C1=O)[C@@H]1C(=O)Nc3ccccc3C(=O)N1[C@@H]2c1ccc(F)cc1	-4%	1%	·
CCCCOc1ccc(-c2nn(-c3ccccc3)cc2C2NC(=O)NC(C)=C2C(=O)OC)cc1 (stereo not given)	-7%	·	7%
COc1ccc(CS(=O)(=O)CC(C)(O)c2ccccc2Cl)cc1 (stereo not given)	-8%	-10%	·
CCC(=O)N(CC(=O)Nc1sc(C)c(C)c1C(N)=O)Cc1ccc(F)cc1	-5%	0%	-2%
O=S(=O)(NCc1csc(-c2cccs2)n1)c1ccccc1	-6%	4%	3%
CCCNC(=O)CN1C(=O)COc2ccc(S(=O)(=O)N3CCCC3)cc21	3%	·	2%
COc1cc(C(=O)Oc2c(Sc3ccc(C)cc3)c(C)nn2-c2ccccc2)cc(OC)c1OC	?	·	9%
CN(C)C(=O)COc1ncnc2scc(-c3ccc(F)cc3)c12	-2%	-2%	-1%
Cc1ccc(OCCN2CCN(CC(O)Cn3c4ccccc4c4ccccc43)CC2)cc1 (stereo not given)	·	12%	9%
CC1CC(C)CN(CCCOc2ccccc2[N+](=O)[O-])C1 (stereo not given)	0%	-17%	-6%
Nc1nc(N)c(C=Nc2ccc(Br)cc2)c(Nc2ccc(Br)cc2)n1	-17%	-21%	-9%
Cc1ccc(/C=N/Nc2ccc3c(C(F)(F)F)cc(C(F)(F)F)nc3n2)cc1	13%	-8%	2%
COc1ccc(Cl)cc1NC(=O)c1cccc(-n2cnnn2)c1	-4%	-1%	-10%
O=C(/C=C/c1nc2ccccc2s1)N1CCCCCC1	0%	-17%	2%
CCOC(=O)/C(=N/Nc1ccccc1)c1csc(Nc2ccccc2)n1	-22%	11%	10%
CC(C)N(CCO)C(=O)CCc1nnc(CCCc2ccccc2)o1	19%	10%	-6%
CCOC(=O)N1CCN(C(=S)NC)CC1	-7%	2%	5%
CCc1nnc(NC(=O)CSc2nccn2Cc2ccc(Cl)cc2)s1	12%	·	8%
CCCCc1c(CCC)c(=N)c2ccccc2n1C	-2%	3%	-4%
CC1CCC(C(=O)NC(C(=O)NCCc2ccc(S(N)(=O)=O)cc2)C(C)C)CC1 (stereo not given)	-18%	-1%	·
COc1ccc(-c2cc(C(=O)Nc3cc(C)nn3-c3ccccc3)no2)cc1	-6%	8%	-3%
Nc1ccn(Cc2cccc(F)c2)n1	3%	-5%	6%
CC1CCCCC12NC(=O)N(CC(=O)Nc1cccc(S(=O)(=O)N3CCCCC3)c1)C2=O (stereo not given)	-10%	·	6%
Cc1ccc2c(c1)n([O-])c1c([n+]2=O)CCCC1	11%	-10%	1%
CCc1ccc(NC(=O)C2CCN(c3c(N4CCCC4)c(=O)c3=O)CC2)cc1	-2%	2%	1%
Cc1ccc(NS(=O)(=O)c2ccc(NC(=O)N3CCCCC3)cc2)cc1	7%	-6%	-4%
NC/C(=N\O)c1ccc(Cl)cc1Cl	-17%	-14%	5%
O=C1NN=C(c2ccc(Cl)cc2)CC1c1cccc(Cl)c1 (stereo not given)	7%	13%	2%
CCC(C)c1c(O)nc(SCC(=O)N2CCCCCC2)[nH]c1=O (stereo not given)	16%	-3%	·
Cc1occc1C(=O)N1CCCC(Nc2ccc(C(C)C)cc2)C1 (stereo not given)	2%	-2%	7%
COC(=O)c1cc(OC(=O)CCc2ccc(OC)c(OC)c2)cc(C(=O)OC)c1	-12%	-10%	0%
CCOc1cc(CN2CCN(C(=O)c3ccco3)CC2)ccc1OC	0%	-5%	0%
CCN1CCC[C@@H](OC(=O)C(c2ccccc2)c2ccccc2)C1	·	2%[21.6 µM]	9%[56.1 µM]
COc1ccc(-n2nc(C(=O)Nc3ccc(OC)c(OC)c3)c3c4ccccc4n(C)c3c2=O)cc1	-5%	-9%	6%
CC(=O)Nc1ccc(S(=O)(=O)NCC2CCC(C(=O)N3CC(C)CC(C)C3)CC2)cc1 (stereo not given)	-5%	-11%	·
